# Integrin act MD = activators of alpha7 integrin expression for muscular dystrophy; alpha7betagal myoblasts, beta-gal FDG fluorescence, 48 h; AID 624291; 350,000 tested, 0.064% active; Potency, µM (top dose mostly 38.3 µM), for inactives: at the top dose activation, actives largely listed as activators;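 note: potency is the fitted concentration of half-maximal effect; 100% = response of the positive control SU9516; nearly all actives have a fitted effect of over 60% in size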
#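 alpha7betagal+/- myoblasts (passage 13, 250/well) treated 48 h at 37C with compounds at 1:260 dilution of DMSO stock. Lysed, then beta-galactosidase activity read as FDG fluorescence (ex 480/em 540) after 30 min, with pre-read for autofluorescence.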
# ASM inhibitor = human S-ASM enzyme inhibition | P17405 | placental ASM, HMU-PC fluorogenic substrate, 60 min | Potency, µM (doses to about 57.5 µM), inactives show at the top dose activity change, negative = inhibition, most hits filed as inhibitors | 340,000 tested, 0.006% active | AID 504937; note: potency is the fitted concentration of half-maximal effect
#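 Human placenta-derived ASM enzyme was preincubated with compound for 10 minutes at room temperature, then given fluorogenic substrate HMU-PC0 (9 uM final) for 60 minutes at 37 °C; a pH 10 stop preceded fluorescence reading at Ex 386/Em 447 nm.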
# AT treatment = candidate therapy for ataxia-telangiectasia; […] A-T fibroblasts, KAP-1 phosphorylation AlphaLISA; neocarzinostatin DNA damage 30 min before lysis; Potency, µM (series often up to 57.5 µM), for inactives: at the top dose activation, usual class: activators; 320,000 tested, 0.19% active; AID 485349; note: potency is the fitted concentration of half-maximal effect; % of control where 0% means no effect; nearly all actives have a fitted effect of over 45% in size
#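 hTERT-immortalized A-T patient fibroblasts ([…]), 500 cells/well in OPTI-MEM, 1% FBS, got compounds for 60 min, then NCS for 30 min at 37C. Lysates were then assayed for phospho-KAP-1 by AlphaLISA (anti-pKAP1 donor, anti-KAP1 acceptor beads), 6 hr at 25C.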
# TSHR antagonist = human thyrotropin receptor antagonism; TSHR-expressing cells, TSH-stimulated cAMP HTRF, 2 h; stronger effect = lower value; activity change, negative = inhibition, % at 11.5 µM; 330,000 tested, 0.2% active;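 active = activity change below a set negative limit, meaning inhibition stronger than a set level, cut at about -70% in these data; inconclusive = activity change between two set negative limits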; note: % is set by controls: 0 for no effect and ±100 for the full control effect
# Target sequence (P16473 whole entry, looked up): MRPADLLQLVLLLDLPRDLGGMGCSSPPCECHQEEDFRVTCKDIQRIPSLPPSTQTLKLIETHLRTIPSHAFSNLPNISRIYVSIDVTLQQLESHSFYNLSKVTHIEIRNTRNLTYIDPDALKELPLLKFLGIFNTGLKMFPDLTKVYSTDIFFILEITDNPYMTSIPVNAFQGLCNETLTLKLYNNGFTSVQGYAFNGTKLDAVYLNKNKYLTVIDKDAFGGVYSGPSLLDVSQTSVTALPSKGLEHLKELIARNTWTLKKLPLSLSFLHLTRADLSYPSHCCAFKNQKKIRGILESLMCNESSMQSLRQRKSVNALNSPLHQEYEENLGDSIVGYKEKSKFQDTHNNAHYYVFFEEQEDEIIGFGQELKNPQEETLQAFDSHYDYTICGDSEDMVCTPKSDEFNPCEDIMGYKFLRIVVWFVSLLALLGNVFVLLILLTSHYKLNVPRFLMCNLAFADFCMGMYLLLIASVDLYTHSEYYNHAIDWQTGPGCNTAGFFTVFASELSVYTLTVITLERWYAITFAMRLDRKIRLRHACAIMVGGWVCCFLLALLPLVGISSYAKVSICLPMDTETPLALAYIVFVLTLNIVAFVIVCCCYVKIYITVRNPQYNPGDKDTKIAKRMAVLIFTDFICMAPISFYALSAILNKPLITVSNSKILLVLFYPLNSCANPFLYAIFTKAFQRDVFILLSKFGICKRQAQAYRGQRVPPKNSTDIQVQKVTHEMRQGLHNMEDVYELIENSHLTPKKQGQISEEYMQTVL
#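 Read-out is FRET at 665 nm (cryptate excitation 337 nm) from a cryptate-tagged anti-cAMP antibody, competed by cell cAMP against cAMP-d2. Compounds are tested on freshly harvested TSHR cells challenged with 4nM TSH (EC80) for 2 hours at 37 deg C.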
# PTAP TSG101 blk = blocks PTAP/TSG101 interaction to inhibit HIV-1 budding; Fluorescence polarization, FITC-PTAP peptide / Tsg101 binding; Potency, µM (highest dose often 115 µM), without a hit: top-dose activity change, negative = inhibition, usual class: inhibitors; 340,000 tested, under 10 active; AID 493005; active = well fitted inhibition curve with a large enough effect in the main read-out, with a control signal flat, not every such curve was filed as active; inconclusive = small, poorly fitted or top-dose-only effect, or effect the other way, or a change in a side signal; inactive = no such curve, though single readings can be large or run the other way; note: potency is the fitted concentration of half-maximal effect; % of control where 0% means no effect
#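 FP read-out: FITC-PTAP peptide, 50 nM final, binding Tsg101 binding domain, 10 uM final; 20 min, r.t.; 10 mM HEPES pH 7.5, 0.15 M NaCl, 0.01% Tween 20, 3 mM EDTA, 0.1 mM TCEP.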
# CXXC DNA block = inhibitors of human MLL CXXC domain-DNA interaction | 290,000 tested, 0.037% active | Q03164 | AID 2662 | MLL-CXXC / FITC-HOXA9 DNA fluorescence polarization | Potency, µM (titrated, usually from 115 µM), for the others: top-dose activity change, negative = inhibition, usual class: inhibitors; active = well fitted inhibition curve with a large enough effect in the polarisation, with a control signal flat, not every such curve was filed as active; inconclusive = small, poorly fitted or top-dose-only effect, or effect the other way, or a change in a side signal; inactive = no such curve, though single readings can be large or run the other way; the % refers to the polarisation; note: potency is the fitted concentration of half-maximal effect
#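 Purified MLL-CXXC (added from a 7 uM solution) was preincubated 5 min at ambient with pinned compounds in 50 mM Tris-HCl pH 7.5, 50 mM NaCl, 1 mM DTT, 0.05% BSA. Fluorescein-labeled HOX-A9 DNA (50 nM solution) followed, 30 min, then polarization read.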
# TCR act = activates T cell receptor signaling | AID 504894 | primary human leukocytes, anti-CD3, IL-2 HTRF, 48 h | 330,000 tested, under 10 active | Potency, µM (top dose mostly 9.22 µM), for inactives: at the top dose activation of IL-2 secretion, hits mostly activators; note: % of control where 0% means no effect
#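 Compounds are tested in HTS on primary human leukocytes co-incubated with a-CD3 beads for 48 hr. IL-2 output is measured by time-resolved FRET.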
# Mito fusion yeast = inhibitors of mitochondrial division or activators of mitochondrial fusion; S. cerevisiae fusion-defective mutant growth rescue, CellTiterGlo 48 h; Potency, µM (titrated, usually from 46.1 µM), for the others: top-dose growth rescue (activation), most hits filed as activators; 320,000 tested, 0.23% active;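 note: potency is the fitted concentration of half-maximal effect; % of control where 0% means no effect; nearly all actives have a fitted effect of over 45% in size; temperature-sensitive fusion mutants such as fzo1-1 at 37 °C on non-fermentable ethanol glycerol medium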
#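 Yeast fusion mutant, YPEG (non-fermentable carbon), compound, 48 h at 37C non-permissive; CellTiterGlo added, 10 min RT, luminescence read. Rescued growth = division inhibition.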
# MBNL1-CUG inh = MBNL1-poly(CUG) RNA binding inhibition | AID 2675 | Potency, µM (doses to about 57.5 µM), for the others: at the top dose activity change, negative = inhibition, usual class: inhibitors | Q9NR56 | 280,000 tested, 0.036% active | TR-FRET MBNL1-His/biotin-(CUG)12 binding, 665/545 ratio; active = well fitted inhibition curve with a large enough effect in the signal ratio, with a control signal flat, not every such curve was filed as active; inconclusive = small, poorly fitted or top-dose-only effect, or effect the other way, or a change in a side signal; inactive = no such curve, though single readings can be large or run the other way; the % refers to the signal ratio; note: potency is the fitted concentration of half-maximal effect; % is set by controls: 0 for no effect and ±100 for the full control effect
#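 Inhibition of protein-RNA binding appears as loss of TR-FRET between terbium anti-His antibody on MBNL1-His and streptavidin-XL665 on biotin-(CUG)12. Activity is normalized to buffer-only and uninhibited-complex controls.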
# Menin MLL FP TR = menin-MLL binding inhibition, Texas Red mutant peptide; Menin + Texas Red MLL mutant peptide, fluorescence polarization; Potency, µM (top dose mostly 61.6 µM), without a hit: at the top dose FP activity change, negative = inhibition, usual class: inhibitors; AID 1768; 270,000 tested, 0.23% active; active = well fitted inhibition curve with a large enough effect in the polarisation, with a control signal flat, not every such curve was filed as active; inconclusive = small, poorly fitted or top-dose-only effect, or effect the other way, or a change in a side signal; inactive = no such curve, though single readings can be large or run the other way; the % refers to the polarisation; note: potency is the fitted concentration of half-maximal effect; % of control where 0% means no effect; many of its hits are not listed in these tables
# Starred values were filed as active, the others as inactive; ? = inconclusive; . = not tested or not shown; [ ] = another dose, or the depositor's remark. Unless noted, calls come from the whole dose curve; as a rule, active = well fitted curve in the direction sought with a large enough effect; inconclusive = small, poorly fitted or top-dose-only effect, or another doubt; inactive = no such curve, though single readings can be large; an effect the other way counts as inactive or inconclusive.
No.	compound	Integrin act MD	ASM inhibitor	AT treatment	TSHR antagonist	PTAP TSG101 blk	CXXC DNA block	TCR act	Mito fusion yeast	MBNL1-CUG inh	Menin MLL FP TR
1	CC1CC(CC(=O)NC(=S)Nc2ccccc2Cl)C(=O)O1 (stereo not drawn)	12%	5%	-2%	-3	-1%	-4%	-1%	3%	-7%	1%
2	N#Cc1ccccc1NC(=O)CSc1nnc(-c2ccccc2)n1-c1ccccc1	-22%	5%	0%	2	-3%	10%	-10%	-2%	-2%	-2%
3	COc1ccc(CC(=O)OCN2C(=O)c3ccccc3C2=O)cc1OC	26%	0%	3%	7	-2%	-16%	0%	2%	9%	.
4	OC(COCC1COc2ccccc2O1)CN1CCc2ccccc2C1 (stereo not drawn)	-21%	1%	-1%	14	-4%	3%	-7%	-3%	-3%	-23%
5	Cc1noc(NS(=O)(=O)c2ccc(NC(=O)c3cc(-c4ccccc4Cl)nc4ccccc34)cc2)c1C	-21%	5%	-8%	-6	-3%	6%	0%	2%	0%	?
6	Cc1ccc(NC(=O)c2ccc(OC(=O)c3cc4ccccc4o3)cc2)cc1	11%	-3%	-3%	4	-1%	13%	3%	1%	1%	.
7	O=C(CCOc1ccccc1)OCC(=O)c1cc2ccccc2o1	-13%	-6%	7%	-15	-2%	-1%	-1%	0%	15%	?
8	CCN1C(=O)[C@H]2[C@@H](c3ccc(-c4ccccc4)c(OC)c3)N[C@@](Cc3ccccc3)(C(=O)OC)[C@H]2C1=O	22%	6%	1%	11	0%	.	2%	-2%	.	.
9	CCN(C(=O)COC(=O)c1[nH]c(C)c(C(C)=O)c1C)C1CCS(=O)(=O)C1 (stereo not drawn)	25%	-6%	4%	-2	1%	-3%	-3%	-1%	-6%	-2%
10	Cc1ccn2c(CNCCn3nc(C)cc3C)c(C(=O)N3CCCCCC3)nc2c1	-53%[inhibitor]	6%	5%	1	-2%	2%	-21%	4%	3%	-14%
11	COc1ccccc1-n1c(SCC(=O)O)nnc1-c1ccc(S(=O)(=O)N2CCCCC2)cc1	9%	-2%	-5%	12	-5%	1%	0%	-7%	2%	-18%
12	CCCN(Cc1nnc(-c2cccs2)o1)C(=O)c1cc(S(=O)(=O)N2CCOCC2)ccc1C	-14%	4%	11%	6	-3%	.	1%	1%	.	.
13	CN(C)c1nc(Nc2ccccc2)nc(Oc2ccc(=O)[nH]n2)n1	16%	2%	6%	7	-4%	-2%	0%[46.1 µM]	-4%	0%	1%
14	O=C(COC(=O)C1C2CC3OC(=O)C1C3C2)Nc1ccc(Br)cc1 (stereo not drawn)	-19%	2%	0%	11	-5%	42%[activator]	3%	-39%[inhibitor]	-1%	2%
15	CCn1c(CCNC(=O)c2cccs2)nnc1SCC(=O)c1ccc(OC)cc1	-23%[7.66 µM]	3%	.	.	-5%	.	0%	.	.	.
16	CCOc1ccc(-c2cccc(NC(=O)c3ccc(Br)o3)c2)nn1	-10%	-1%	-9%	-16	-2%	.	8%	?	.	.
17	CCCCN(C)C(=O)CSc1nc(NCc2ccc(OC)cc2)c2ccccc2n1	-2%[7.66 µM]	2%	-9%	2	-2%	8%	.	3%	2%	-3%
18	O=c1cc(CN2CCN(c3ccccc3)CC2)nc2scc(-c3ccccc3)n12	0%	-3%	-6%	8	2%	-5%	-3%	4%	5%	?
19	CCN(C(=O)COC(=O)C12CC3CC(CC(O)(C3)C1)C2)c1c(N)n(Cc2ccccc2)c(=O)[nH]c1=O	42%	0%	.	.	-4%	.	3%	.	.	.
20	COc1ccccc1NC(=O)CSc1ccc(-c2ccc(-n3cccn3)cc2)nn1	25%	-7%	1%	-1	1%	.	0%	-2%	.	.

# Compound profiles, from the list above.
# `Cc1ccn2c(CNCCn3nc(C)cc3C)c(C(=O)N3CCCCCC3)nc2c1` is listed as Integrin act MD: -53%[inhibitor]; ASM inhibitor: 6%; AT treatment: 5%; TSHR antagonist: 1; PTAP TSG101 blk: -2%; CXXC DNA block: 2%; TCR act: -21%; Mito fusion yeast: 4%; MBNL1-CUG inh: 3%; Menin MLL FP TR: -14%
# `CCCN(Cc1nnc(-c2cccs2)o1)C(=O)c1cc(S(=O)(=O)N2CCOCC2)ccc1C` is listed as Integrin act MD: -14%; ASM inhibitor: 4%; AT treatment: 11%; TSHR antagonist: 6; PTAP TSG101 blk: -3%; CXXC DNA block: .; TCR act: 1%; Mito fusion yeast: 1%; MBNL1-CUG inh: .; Menin MLL FP TR: .

# Carrying on.
No.	compound	Integrin act MD	ASM inhibitor	AT treatment	TSHR antagonist	PTAP TSG101 blk	CXXC DNA block	TCR act	Mito fusion yeast	MBNL1-CUG inh	Menin MLL FP TR
21	CC(=O)Nc1ccc(SCC(=O)Nc2cc(C(C)(C)C)nn2-c2ccccc2)cc1	13%	0%	.	51	-8%	-10%	-10%[46.1 µM]	0%	.	-14%
22	CCCCOC(=O)c1ccc(NC(=O)c2c(Cl)ccc(Cl)c2OC)cc1	3%	-11%	4%	-17	0%	7%	-5%[46.1 µM]	16µM*	-1%	25%
23	Cc1ccc(C(=O)CSc2nc(C)cc(=O)[nH]2)cc1	-1%	3%	-2%	-5	-6%	0%	4%	-4%	8%	-1%
24	Cc1ccc(C(=O)NCC(=O)N2CCCCCCC2)cc1C	?	1%	6%	3	-1%	.	4%	-4%	.	.
25	Cc1ccc(CNC(=O)c2ccc(N3CCc4ccccc43)c([N+](=O)[O-])c2)cc1	3%	-13%	0%	-14	2%	4%	7%	5%	.	-3%
26	CN(CC(=O)Nc1nccs1)S(=O)(=O)c1ccc(F)cc1	23%	-1%	2%	-1	0%	1%	1%	-2%	0%	-17%
27	CC1(C)CC(=O)C/C(=N\NC(=O)CCc2ccc(S(=O)(=O)N3CCOCC3)cc2)C1	-23%	1%	-9%	-4	-1%	3%	-1%	2%	-8%	2%
28	CS(=O)(=O)N1CCC(C(=O)Nc2ccc3c(c2)OCO3)CC1	-1%	1%	3%	11	-8%	2%	1%	-1%	-1%	1%
29	CCOC(=O)c1cnc(C(C)(C)C)[nH]c1=O	-6%	0%	0%	11	-2%	-5%	3%[46.1 µM]	-2%	-1%	0%
30	Cc1ccc(C2c3[nH]c4ccccc4c3C[C@H]3C(=O)N(c4ccccc4C(=O)NCCN4CCOCC4)C(=O)N23)cc1 (stereo partly drawn)	0%	-1%	-10%	6	-1%	-1%	7%	5%	3%	-11%
31	CCN(CC)S(=O)(=O)c1cccc(C(=O)N2CC(O)CC2C(=O)O)c1 (stereo not drawn)	12%	4%	-7%	19	-1%	-1%	-4%	7%	0%	-17%
32	COc1cc(/C=N/NC(=S)Nc2cccc(C(=O)O)c2)cc(OC)c1OC	18%	6%	-4%	16	-4%	-4%	6%[46.1 µM]	0%	11%	-23%
33	O=C(C1=C[C@@H](C2CC2)C[C@@H](OCc2ccc(CO)cc2)O1)N1CCOCC1	20%	6%	2%	1	.	2%	-5%	3%	-2%	-8%
34	Oc1ccc(-c2n[nH]c(C(F)(F)F)c2-c2ccccc2)c(O)c1	-40%	-14%	8%	-33	-1%	-10%	-6%	-3%	-3%	?
35	COc1cc(NC(=O)c2cccs2)ccc1NC(=O)c1ccccc1Cl	-20%	-1%	-1%	2	-3%	2%	-1%	-4%	4%	?
36	O=[N+]([O-])c1ccc(Oc2ccc(/C=N/O)cc2)nc1	-9%	-1%	4%[11.5 µM]	37	-6%	-4%	.	8%	?	23%
37	CC(C)=NNC(=O)CN1C(=O)NC2NC(=O)NC21 (stereo not drawn)	0%	0%	1%	4	0%	?	2%[46.1 µM]	-10%	-13%	-17%
38	CC(C)C(NC(=O)c1ccco1)C(=O)OCc1cc([N+](=O)[O-])cc2c1OCOC2 (stereo not drawn)	-79%[inhibitor]	-3%	3%	-1	0%	-2%	3%	1%	18%	-8%
39	CC(C)c1ccccc1NC(=O)CNCCOc1ccccc1F	3%	-2%	-11%	2	-1%	?	-7%	4%	1%	?
40	CN(Cc1ccccc1)S(=O)(=O)c1ccc2[nH]c(=O)ccc2c1	-10%	0%	8%	0	-4%	.	-8%	1%	-4%	3%

# Screening results from PubChem BioAssay.

# Only part of the results is shown, so the mix of outcomes need not match the whole.
